# High-throughput results from PubChem BioAssay.
# TDP1 block – inhibitors of human tyrosyl-DNA phosphodiesterase TDP1; Q9NUW8; recombinant TDP1, AlphaScreen DNA substrate cleavage; Potency, µM (top dose mostly 130 µM), without a hit: at the highest dose activity change, negative = inhibition, actives largely listed as inhibitors; 350,000 compounds, 0.28% hits; AID 485290; note: nearly all actives have a fitted effect of over 40% in size
# Target sequence (Q9NUW8 whole entry, looked up): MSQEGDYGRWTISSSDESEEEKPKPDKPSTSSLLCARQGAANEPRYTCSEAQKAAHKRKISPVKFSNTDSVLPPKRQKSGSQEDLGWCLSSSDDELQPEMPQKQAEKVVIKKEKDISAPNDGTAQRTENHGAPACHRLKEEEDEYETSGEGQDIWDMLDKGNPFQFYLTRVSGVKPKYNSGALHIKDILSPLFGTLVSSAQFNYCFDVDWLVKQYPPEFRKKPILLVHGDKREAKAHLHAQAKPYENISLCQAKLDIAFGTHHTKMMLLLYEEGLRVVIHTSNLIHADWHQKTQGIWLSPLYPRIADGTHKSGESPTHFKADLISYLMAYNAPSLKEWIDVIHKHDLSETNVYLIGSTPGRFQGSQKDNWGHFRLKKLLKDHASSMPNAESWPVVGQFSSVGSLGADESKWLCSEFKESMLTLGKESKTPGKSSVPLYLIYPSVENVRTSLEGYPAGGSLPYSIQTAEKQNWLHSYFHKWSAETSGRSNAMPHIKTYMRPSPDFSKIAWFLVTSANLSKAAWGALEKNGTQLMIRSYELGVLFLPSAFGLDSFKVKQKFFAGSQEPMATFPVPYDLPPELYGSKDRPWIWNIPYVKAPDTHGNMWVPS
#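 Recombinant human Tdp1 (E. coli-expressed, 1 nM final) preincubated with compounds 15 min at room temperature, then 5'-biotin/3'-phosphotyrosine-FITC DNA substrate (15 nM final) added for 5 min. AlphaScreen beads (10 ug/ml final) added 10 min; cleavage lowers signal.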
# KAT2A inh – GCN5L2 (KAT2A) acetyltransferase inhibition; Q92830; GCN5L2 HAT assay, ThioGlo1 CoA-SH fluorescence; 390,000 compounds, 0.21% hits; Potency, µM (doses to about 58.9 µM), for the others: top-dose activity change, negative = inhibition, actives largely listed as inhibitors
#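 GCN5L2 (20nM final) in 50mM HEPES, 0.1mM EDTA pH 7.5, 0.01% Tween-20 was preincubated 15 min at room temperature with compound, then given ThioGlo1 (50uM), H3(1-25) peptide (75uM) and acetyl-CoA (70uM); CoA-thiol fluorescence (Ex340/Em540) was read at 0 and 20 min.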
# DT40 TDP1 no CPT – qHTS for Inhibitors of human tyrosyl-DNA phosphodiesterase 1 (TDP1): qHTS in cells in absence of CPT; 420,000 compounds, 15% hits; DT40 Tdp1-/- hTDP1 cells, no CPT, ATP luminescence, 48 h; Potency, µM (highest dose often 46.2 µM), for the others: at the highest dose activity change, negative = growth inhibition, hits mostly inhibitors; note: nearly all actives have a fitted effect of over 55% in size
#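 Compound effects on proliferation are scored in DT40 Tdp1-/-;hTDP1 cells in the absence of CPT. ATP levels (CellTiter-Glo luminescence) are recorded after a ≥48 hr, 37 °C incubation.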
# An asterisk follows results filed as active; ? = inconclusive; . = not tested or not shown; & = joins results of further samples; ! = repeats disagree; [ ] = another dose, or the depositor's remark. Calls come from the whole dose curve; as a rule, active = well fitted curve in the direction sought with a large enough effect; inconclusive = small, poorly fitted or top-dose-only effect, or another doubt; inactive = no such curve, though single readings can be large; an effect the other way counts as inactive or inconclusive. % is set by controls: 0 for no effect and ±100 for the full control effect; potency is the fitted concentration of half-maximal effect.
# Fields: TDP1 block | KAT2A inh | DT40 TDP1 no CPT
[1] COC(=O)/C=C/C1=CN(Cc2ccccc2)CCC1=O
    1% | -6% | -8%
[2] CCOc1ncccc1C(=O)OCC(=O)c1ccccc1
    3% | -12% | 1%
[3] CCOc1ccc(C(=O)N[C@H](C(=O)O)C(C)C)cc1
    2% | 0% | 0%
[4] CCc1noc(C)c1C(=O)OCC(=O)NCc1ccccc1OC
    1% | 2% | ?
[5] COc1ccccc1C(=O)COC(=O)Cc1c[nH]c2ccccc12
    5% | 0% | ?
[6] Cc1onc(-c2ccccc2Cl)c1C(=O)NNC(=O)c1ccccc1F
    -1%[0.0935 µM] | 2% | -2%
[7] CC(C)CCNC(=O)CSc1nc2ccccc2s1
    2% | -11% | 1%
[8] CCOC(=O)C1CCCN(Cc2cn3c(-c4ccc(Br)cc4)nnc3s2)C1 (centres undefined)
    7% | -5% | 6.5µM*
[9] Cc1ccc(CCNC(=O)C2CCC(=O)N(CC3CCCCC3)C2)cc1 (centres undefined)
    2% | -2% | -24%
[10] Cc1ccc(/C=C/C(=O)OCC(=O)NCCN2C(=O)CSC2=O)o1
    -3% | -4% | 7%
[11] Cc1ccc(NS(=O)(=O)c2ccc(C(=O)N3CCCN(C)CC3)cc2)cc1
    6% | -3% | -27%
[12] Cc1cc(C(=O)COC(=O)c2ccc(N)c([N+](=O)[O-])c2)c(C)n1-c1ccc2c(c1)OCO2
    6% | -8% | 5.8µM*
[13] COc1ccc(S(=O)(=O)N2CCOC2CNC(=O)C(=O)NCCc2ccc(OC)c(OC)c2)cc1 (centres undefined)
    8% | -2% | ?
[14] COCCNC(=O)C(c1ccc(C)cc1)N(C(=O)CCC(=O)Nc1ccccn1)C1CCCCC1 (centres undefined)
    . | -4% | -3%
[15] CC1=NN(C(N)=S)C(=O)C1N=Nc1cccc(Cl)c1C (centres undefined)
    . | -8% | 8.2µM*

# Reprinted at random: three records from the list, in no set order.
# Fields: TDP1 block | KAT2A inh | DT40 TDP1 no CPT
[12] Cc1cc(C(=O)COC(=O)c2ccc(N)c([N+](=O)[O-])c2)c(C)n1-c1ccc2c(c1)OCO2
    6% | -8% | 5.8µM*
[14] COCCNC(=O)C(c1ccc(C)cc1)N(C(=O)CCC(=O)Nc1ccccn1)C1CCCCC1 (centres undefined)
    . | -4% | -3%
[5] COc1ccccc1C(=O)COC(=O)Cc1c[nH]c2ccccc12
    5% | 0% | ?

# More structures.
# Fields: TDP1 block | KAT2A inh | DT40 TDP1 no CPT
[16] O=C(O)CCS(=O)(=O)Cc1ccccc1F
    1% | 7% | -8%
[17] COc1cc(NC(=O)CSc2nc(=O)n(CCN3CCOCC3)c3c2CCC3)cc(OC)c1
    -7% | -12% | -3%
[18] Cc1nc(SCC(=O)NC2CCCC2)c2c(C)c(C)sc2n1
    1%[0.0935 µM] | -3% | -20%
[19] COc1ccc(/C=N/N2C(=N)SCC2=O)cc1
    -1% | 4% | 0%
[20] COC(=O)C1=C(N)n2c(s/c(=C\c3cccnc3)c2=O)=C(C(=O)OC)C1c1cccnc1 (centres undefined)
    -2% | -6% | .
[21] NNC(=O)c1ccc2c(c1)S(=O)(=O)NNC2=O
    2% | -6% | -13%
[22] Clc1cccc(-n2ncc3c(NCCC4=CCCCC4)ncnc32)c1
    0% | -5% | ?
[23] CN(C)c1ccc([C@@H]2[C@@H]([N+](=O)[O-])[C@H]3C=Cc4ccccc4N3[C@H]2C(=O)c2ccc(Cl)cc2)cc1
    8% | -6% | 7.3µM*
[24] COc1cc(-c2cc(N)n(S(=O)(=O)c3ccc(F)cc3)n2)cc(OC)c1OC
    5% | 0% | 18µM*
[25] O=C(CSc1ncn[nH]1)Nc1ccc(Cl)c(Cl)c1
    3% | -14% | ?
[26] O=C(CSc1nc(=O)n(Cc2ccco2)c2c1CCC2)NCc1ccccc1
    5% | 1% | -26%
[27] O=C(NC(Cc1c[nH]c2ccccc12)C(=O)NCCCN1CCOCC1)c1cccs1 (centres undefined)
    -5% | 0% | -8%
[28] COc1cc(NC(=O)c2cnc(N)o2)cc(C(=O)Nc2cccc(C(F)(F)F)c2)c1
    4% | -8% | 13µM*!
[29] CC(=O)Nc1ccc(-c2csc(NC(=O)c3ccc(C)o3)n2)cc1
    5% | -7%[0.501 µM] | 9.2µM*
[30] CCN(CC)CCN(C(=O)/C=C/c1cccs1)c1nc2ccc(Cl)cc2s1
    8% | 3% | ?
[31] On1nnc2c3ccccc3c3ccccc3c21
    6% | -12% | 3%
[32] N#Cc1ccc(CN2CC[C@@]3(CCCN(C(=O)c4cc(C(F)(F)F)cc(C(F)(F)F)c4)C3)C2)cc1
    . | -16% | ?
[33] CCC(=O)N1CCc2cc(Br)cc(S(=O)(=O)CCC(=O)Nc3ccc(Cl)cc3)c21
    -6% | 1% | -24%
[34] O=C(Nc1ccc(-c2nc3ccccc3s2)c(OC(=O)c2ccccc2)c1)c1ccccc1
    -8% | ? | 11%
[35] CCN(CC)C(=O)[C@H]1CC(CC(=O)NCCCN(C)C)C(=O)N2CCc3c([nH]c4ccc(OC)cc34)[C@]12C (some centres undefined)
    0%[56.1 µM] | -2% | 8%
[36] COc1nc(-c2ccccc2Cl)ccc1C#N
    -5% | -2% | -15%
[37] CCOC(=O)c1sc2nc(N3CCOCC3)c3c(c2c1N)CCN(C)C3
    8% | 0% | .
[38] Cc1ccc(C(=O)OCC(=O)NC2CCCCC2)cc1S(=O)(=O)N1CCCCC1
    . | -3% | 1%
[39] CC(C)(C)c1ccc(S(=O)(=O)c2cnc(SCC(=O)Nc3ccc4c(c3)OCCO4)[nH]c2=O)cc1
    1% | ? | 3%
[40] CCOc1cc(S(=O)(=O)NCc2cccs2)ccc1Cl
    2% | -1% | ?
[41] COc1ccc(Cl)cc1NC(=O)COC(=O)Cc1cc(OC)c(OC)c(OC)c1
    -2% | -3% | -25%
[42] O=C(COc1ccccc1)Nc1ccccc1C(=O)OCc1cc(=O)n2nc(C3CC3)sc2n1
    4% | -19% | ?
[43] O=C(NCc1ccco1)C(Cc1ccccc1)N1C(=O)c2ccccc2C1=O (centres undefined)
    2% | 2% | -20%
[44] Cc1c(NC(=O)Nc2ccc(Cl)c(Cl)c2)c(=O)n(-c2ccccc2)n1C
    9% | 0% | ?
[45] Cc1coc2cc3oc(=O)c(CCC(=O)NCCCN4CCOCC4)c(C)c3cc12
    . | 39%[activator] | ?
[46] COc1ccccc1CNC(=O)COc1ccccc1C
    . | 0% | -24%
[47] Ic1ccc(N2CCN(Cc3c[nH]c4ncccc34)CC2)cc1
    -11%[56.1 µM] | ? | 3.3µM*
[48] CN(C)c1oc(-c2ccccc2Cl)nc1P(=O)(c1ccccc1)c1ccccc1
    3% | 0% | ?
[49] Cc1cc(C)c(Cn2c(=O)n(CCCC(=O)NCc3ccco3)c(=O)c3sccc32)c(C)c1
    -2% | -6% | ?
[50] CC(NC(=O)c1ccc([N+](=O)[O-])cc1Cl)C1CC2CCC1C2 (centres undefined)
    -2% | -5% | ?
[51] Cc1ccc2[nH]c3c(=O)n(CC(=O)N(C)Cc4ccccc4)ncc3c2c1
    -2% | -4% | ?
[52] COc1ccc(OCc2nc3ccccc3n2Cc2ccc(C(C)(C)C)cc2)cc1
    . | -8% | ?
[53] FC(F)(F)c1cccc(Sc2nc(-c3ccccc3)nnc2C(F)(F)F)c1
    8% | -7% | 12µM*
[54] COCCOc1cc(NC(=O)c2sccc2Oc2ccc([N+](=O)[O-])cc2F)c(Cl)cc1Cl
    0% | -8% | 18µM*
[55] CN(C)c1ccc(N2C(=NC(=O)COc3ccccc3)SC3CS(=O)(=O)CC32)cc1 (centres undefined)
    11% | -26% | -1%
[56] N#C/C(C(N)=O)=C1/CCc2ccccc2N1
    4% | ? | -16%
[57] CCCN1C=CC(=C/C=C(\C#N)C(=O)OCC)C=C1
    4% | -12% | .
[58] COc1ccc2c(c1OC)C(=O)N(c1ccc(C)c(C)c1)C2=O
    5% | -5% | -4%
[59] Clc1ccc(Cn2nnc3ccccc32)cc1
    ? | -12% | -2%
[60] CC(C)(C)c1ccc(OC(=O)c2ccc3nsnc3c2)cc1
    2% | -12% | -15%

# Given with tabs: entries from further up.
item	Structure	TDP1 block	KAT2A inh	DT40 TDP1 no CPT
53	FC(F)(F)c1cccc(Sc2nc(-c3ccccc3)nnc2C(F)(F)F)c1	8%	-7%	12µM*
33	CCC(=O)N1CCc2cc(Br)cc(S(=O)(=O)CCC(=O)Nc3ccc(Cl)cc3)c21	-6%	1%	-24%

# New compounds follow.
# Fields: TDP1 block | KAT2A inh | DT40 TDP1 no CPT
[61] COc1ccc(NC(=O)CSc2nccn2C)cc1S(N)(=O)=O
    3% | 0% | -1%
[62] CCN(CC)S(=O)(=O)c1cccc(NC(=O)c2cc3ccccc3o2)c1
    1% | -2% | ?
[63] CC(NC(=O)Nc1cccc([N+](=O)[O-])c1)(C(F)(F)F)C(F)(F)F
    3% | -17% | ?
[64] COc1ccc(/C=C/C(=O)C(C(N)=O)=C2SCCS2)cc1
    3% | -2% | ?
[65] C=CCn1c(SCC(=O)N2CCOCC2)nc2c([nH]c3ccccc32)c1=O
    1% | -6% | ?
[66] O=C(c1ccc(Cl)s1)N1CCN(C23CC4CC(CC(C4)C2)C3)CC1
    2% | -8% | 2%
[67] COc1ccc(N(CC(=O)O)S(=O)(=O)c2cccnc2)cc1
    -1% | 1% | -19%
[68] COc1ccc(CC(=O)Nc2nncs2)cc1OC
    0% | -10% | -3%
[69] Cc1oc2c(cc(NS(=O)(=O)c3ccc(Br)cc3)c3ccccc32)c1C(=O)OCc1ccccc1
    . | -5% | ?
[70] COC(=O)C1C(=O)C2=C(CC1C)NC(C)=C(C(=O)OC(C)C)C2c1ccc(C)o1 (centres undefined)
    9% | 1% | -1%
[71] Cc1ccc(CNC(=O)CCSCc2ccccc2F)cc1
    10% | 8%&13% | 20%&-3%
[72] O=C(Cn1nc(-c2ccc(Cl)cc2)c2ccccc2c1=O)NN1CCOCC1
    0% | 2% | -4%
[73] O=C(O)/C=C/C(=O)Nc1ccc2c(c1)C(=O)c1ccccc1C2=O
    -13% | -7% | -6%
[74] Cc1ccc(C)c(CN2CCC(n3nccc3NC(=O)C3CCCC3)CC2)c1
    3% | -3% | -4%
[75] O=S(=O)(c1ccc(F)c(F)c1)N1CCN(c2ccccn2)CC1
    4% | ? | -18%
[76] CC(C)c1ccccc1NC(=O)C1CCCN(C(=O)c2ccc(Cl)cc2)C1 (centres undefined)
    5% | -1% | ?
[77] COc1ccc(/C=C2/SC(=O)N(CCNC(=O)C3COc4ccccc4O3)C2=O)cc1 (centres undefined)
    5% | -2% | 21µM*
[78] O=C(O)CCCCCNC(=O)CSc1nnc(-c2ccco2)n1-c1ccccc1
    4% | -2% | 17%
[79] COc1cccc(CN(C)C(=O)c2cccc(S(=O)(=O)NCc3ccccc3)c2)c1OC
    -4% | 1% | ?
[80] COC(=O)c1ccc(NC(=O)Cn2ccn3nc(-c4ccc(OC)cc4)cc3c2=O)cc1
    -9% | 2% | -1%
[81] CC(=O)c1ccc(Oc2cc(C)nc(NCc3ccccc3)n2)cc1
    7% | 2% | 21µM*
[82] C/C(=N\NC(=O)c1[nH]c2c([N+](=O)[O-])cc(C)cc2c1-c1ccccc1)c1cccnc1
    0% | -1% | 15µM*
[83] COc1ccc(C(C)=O)cc1CS(=O)(=O)CC(=O)O
    5% | 1% | 10%
[84] Cc1cc(NC(=O)Nc2cc(F)ccc2F)no1
    . | -10% | 2%
[85] O=C(CSc1ccccc1)N(c1ccc(Br)cc1)c1nccs1
    -1% | -12% | -30%
[86] O=C(CSc1nc2ccsc2c(=O)n1-c1ccc(Br)cc1)NCc1ccccc1
    -2% | 2% | ?
[87] C/C(=N/NC(=O)CN1CCN(S(=O)(=O)c2ccc(C)cc2)CC1)c1ccco1
    5% | -2% | 0%
[88] COc1ccc(Cl)cc1Nc1cc(C)nc2nc(C)nn12
    5% | -2% | 2%
[89] COc1cc(C2/C(=C(\O)c3cc(C)ccc3C)C(=O)C(=O)N2CCN(C)C)ccc1O (centres undefined)
    0% | -11% | -2%
[90] Clc1ccccc1-c1nnc2sc(-c3ccncc3)nn12
    3% | -1% | -18%
[91] Cn1cc(Cl)c(C(=O)N2CCN(c3ncccn3)CC2)n1
    3% | 2% | -4%
[92] CCCN1C(=O)NC2(O)C(=O)c3ccccc3C12O (centres undefined)
    6% | 2% | 3%

# Copied from above, nos. 90 to 92
# Fields: TDP1 block | KAT2A inh | DT40 TDP1 no CPT
[90] Clc1ccccc1-c1nnc2sc(-c3ccncc3)nn12
    3% | -1% | -18%
[91] Cn1cc(Cl)c(C(=O)N2CCN(c3ncccn3)CC2)n1
    3% | 2% | -4%
[92] CCCN1C(=O)NC2(O)C(=O)c3ccccc3C12O (centres undefined)
    6% | 2% | 3%

# An excerpt (hit frequency here may not be typical).
